Growth percent in the NCI-60 one-dose screen (48 h, 10 µM unless noted): 100 = growth as untreated, 0 = no growth, -100 = all killed.
HL-60(TB) = HL-60(TB) leukemia cells; 78,000 compounds, 9% hits; AID 1794776; active = growth percent below 10
Active calls of the source: *; & = joins results of further samples.

The first four entries, ahead of the listing:
SMILES | HL-60(TB)
O=C(O)Cc1cc(=O)[nH]c(=O)[nH]1 | 107.6
C=C1C(=O)O[C@H]2[C@H]1CC/C(COC(=O)NCCOCCOCC(=O)Nc1ccc(OC)c(C(N)=O)c1O)=C\CC[C@@]1(C)O[C@@H]21 | -6.3*
CCc1c(C(=O)N[C@@H]2c3cc(Cl)ccc3CC[C@@H]2O)[nH]c(C)c1C(C)=O | 102.9
CC(=O)N/N=C/c1ccc(N(C)C)cc1 | 105.3

Main list (from the top)
SMILES | HL-60(TB)
O=C(O)Cc1cc(=O)[nH]c(=O)[nH]1 | 107.6
C=C1C(=O)O[C@H]2[C@H]1CC/C(COC(=O)NCCOCCOCC(=O)Nc1ccc(OC)c(C(N)=O)c1O)=C\CC[C@@]1(C)O[C@@H]21 | -6.3*
CCc1c(C(=O)N[C@@H]2c3cc(Cl)ccc3CC[C@@H]2O)[nH]c(C)c1C(C)=O | 102.9
CC(=O)N/N=C/c1ccc(N(C)C)cc1 | 105.3
O=C(NCCO)c1cc2ccccc2cc1O | 106.4
COc1cc2oc(-c3cccc(C(=O)Nc4ccc(C#N)cc4)c3)cc(=O)c2c(OC)c1OC | 99.3
Cn1cc(C(=O)/C(C#N)=C/c2cc3ccccc3nc2Cl)c2ccccc21 | 92.0
C=CCOC(=O)c1ccco1 | 101.1
CCCCC(CC)C(=O)O (stereo unspecified) | 92.3
O=C(NCCCl)c1cc(Cl)cc(Cl)c1 | 95.5
Cc1ccc2nc(-c3ccc(-c4n[nH]c(=S)n4-c4ccccc4)cc3)[nH]c2c1 | 97.1
C=C(C[C@@](O)(C(=O)Oc1ccccc1)[C@H](O)CC)c1ccccc1 | 97.5
O=C(NCc1ccccc1)NCN1C(=O)c2cccc3cccc(c23)C1=O | 92.7
CCC(CO)Nc1nc2ccc(Cl)cc2c2ccccc12 (stereo unspecified) | 25.0
C[C@]12CC[C@H]3[C@@H](CC=C4C[C@@H](O)CC[C@@]43C)[C@@H]1CC[C@@H]2[C@](C)(O)CCc1cccnc1 | 47.6
CC[C@@H](C)[C@H](NC(=O)Cn1cc(CN)nn1)C(=O)O | 110.6
OCC1OC2C(NC(=S)N2c2ccccc2)C(O)C1O (stereo unspecified) | 90.8
CC(=O)[C@H]1CC[C@H]2[C@@H]3C[C@@H](C)[C@@]4(O)CC(=O)CC[C@]4(C)[C@H]3[C@H](O)C[C@]12C | 118.7
O=C(C[C@]1(O)C(=O)Nc2ccc(Br)cc21)c1ccco1 | 107.1
CCCCCc1ccc(S(=O)(=O)Nc2cccc(-c3csc(NC(=O)CNCCN(C)C)n3)c2)cc1 | 63.0

Some of the entries so far, tab-delimited.
SMILES	HL-60(TB)
CCc1c(C(=O)N[C@@H]2c3cc(Cl)ccc3CC[C@@H]2O)[nH]c(C)c1C(C)=O	102.9
CC(=O)N/N=C/c1ccc(N(C)C)cc1	105.3
O=C(NCCO)c1cc2ccccc2cc1O	106.4
COc1cc2oc(-c3cccc(C(=O)Nc4ccc(C#N)cc4)c3)cc(=O)c2c(OC)c1OC	99.3
Cn1cc(C(=O)/C(C#N)=C/c2cc3ccccc3nc2Cl)c2ccccc21	92.0
C=CCOC(=O)c1ccco1	101.1

(next part)
SMILES | HL-60(TB)
COc1ccc(C2=NNC(c3cc(OC)c(OC)c(OC)c3)C2)cc1 (stereo unspecified) | 64.6
CCCCOC(OCCCC)c1ccccc1 | 96.7
NC(=S)N/N=C/c1ccc(Cl)c(Cl)c1 | 104.8
O=c1[nH]c(=S)[nH]c2c1C(c1ccc(O)cc1)c1c([nH]c(=S)[nH]c1=O)N2 | 125.6
C=C(C)[C@@H]1CC[C@]2(C)[C@H](CC=C3[C@@H]4C[C@](C)(C(=O)N5CCN(C)CC5)CC[C@]4(C)CC[C@]32C)[C@@]1(C)CCC#N | 22.6
O=C(Nc1cc(Cl)cc(Cl)c1)OCCCl | 68.0
C=C(C)[C@@H]1CC[C@]2(C(=O)OCCOCCOCC[P+](c3ccccc3)(c3ccccc3)c3ccccc3)CC[C@]3(C)[C@H](CC[C@@H]4[C@@]5(C)CC[C@H](OC(C)=O)C(C)(C)[C@@H]5CC[C@]43C)[C@@H]12 | -62.3*
COc1cc(N(C)c2ccnc3ccc(C(F)(F)F)cc23)cc(OC)c1OC | 61.4
Nc1ccc([N+](=O)[O-])cc1O | 67.0
CCCCn1cnc2c(SCCc3ccccc3)nc(N)nc21 | 98.2
CCCNC(=O)c1sc2ncnc(Oc3ccc(NC(=O)Nc4cccc(OC)c4)cc3)c2c1C | 92.9
C=CCN(CC=C)C(=O)[C@H](CC)[C@@H]1CC[C@@H](C)[C@@H]([C@H](C)[C@@H](O)[C@@H](C)C(=O)[C@H](CC)C2O[C@]3(C=CC(=O)[C@]4(CC[C@@](C)([C@H]5CC[C@](O)(CC)[C@H](C)O5)O4)O3)[C@H](C)C[C@@H]2C)O1 (stereo partly specified) | -25.2*
N#C/C(=C\N1CCc2ccccc2C1)S(=O)(=O)c1ccccc1 | 104.9
Cc1cccc(C)c1NC(=O)CN1CCCCC1C (stereo unspecified) | 101.6
O=C(NC(=S)N1CCN(c2ncnc3c2cnn3-c2ccccc2)CC1)c1ccccc1 | 94.4
O=C1NC(=O)C(c2ccccc2)N1 (stereo unspecified) | 89.3&107.1
CCN1C(=O)N(CC)C2C1NN=c1s/c(=C3\C(=O)N(C(C)C)c4ccccc43)c(=O)n12 (stereo unspecified) | -22.6*
COc1ccccc1-n1cc(C#N)c(N)c1C(=O)c1ccc(C)cc1 | 56.7
CCOc1ccc(-n2cc(-c3ccccc3)c3c(SCc4cc(C)ccc4C)ncnc32)cc1 | 91.0
CN(C)c1ccc(-c2ccc(-c3ccc(C(=N)N)cn3)o2)cc1 | -67.3*
N#Cc1ncc(-c2ccc(F)cc2F)c(NC2CCCCCC2)n1 | 90.5
C=C(C(=O)O)c1ccccc1 | 92.4
CCN(CC)CC(O)Cc1ccccc1 (stereo unspecified) | 105.4
COc1ccc(NC(=O)Cn2c(O)c(N=Nc3ccc(S(N)(=O)=O)cc3)c3ccccc32)cc1 | 96.9
COC(=O)C1=CCCN(C)C1 | 122.1&107.6
NC1=NC(c2ccc(Cl)cc2)C2=C(N1)/C(=C/c1ccc(Cl)cc1)CCC2 (stereo unspecified) | 64.8
CC(=N/NC(=O)c1ccncc1)/C(C)=N/O | 99.4
COc1ccccc1-c1cc(-c2cc3cc(Br)ccc3oc2=O)nc(N)n1 | 90.1
Fc1cccc(Cn2c(-c3cncs3)nc3ccccc32)c1 | 97.0
CC(Sc1nc2ccccc2c(=O)n1CCc1ccc(S(N)(=O)=O)cc1)C(=O)Nc1ccc(F)cc1 (stereo unspecified) | 103.0
CC(Cl)C(=O)Oc1ccc(Cl)cc1 (stereo unspecified) | 99.8
COc1cc2c(cc1NC(=O)C(Cl)Cl)-c1ccc(NC(=O)C(Cl)Cl)cc1C2 | -14.5*
O=C(CCn1cnc2c(cc(-c3ccccc3)n2-c2ccncc2)c1=O)Nc1ccc(Cl)cc1 | 92.9
O=c1nc2c(-c3ccccc3)n[nH]n2c2sc3c(c12)CCCC3 | 99.2
Cc1ccc(S(=O)(=O)/N=C2/Cc3ccccc3N2C)cc1 | 86.9
NC(=O)CCNC(=O)c1ccccc1S | 103.7
Cc1ccc(N(C(=O)c2cc3ccccc3[nH]2)[C@H](C(=O)Nc2cccc([N+](=O)[O-])c2)c2ccc(N(C)C)cc2)cc1 | 97.3
CCOC(=O)C[n+]1ccccc1 | 97.1
O=C1C=C(Nc2ccccc2)c2ccccc2C1=O | 101.3&79.5
CCCCN(CCCC)CC(O)c1ccc(-c2ccccc2)cc1 (stereo unspecified) | 81.8

Another view of part of the listing above:
Structure,HL-60(TB)
COC(=O)C1=CCCN(C)C1,122.1&107.6
NC1=NC(c2ccc(Cl)cc2)C2=C(N1)/C(=C/c1ccc(Cl)cc1)CCC2 (stereo unspecified),64.8
CC(=N/NC(=O)c1ccncc1)/C(C)=N/O,99.4
COc1ccccc1-c1cc(-c2cc3cc(Br)ccc3oc2=O)nc(N)n1,90.1

As entered above.
Value for Fc1cccc(Cn2c(-c3cncs3)nc3ccccc32)c1 in HL-60(TB): 97.0
Value for O=C(CCn1cnc2c(cc(-c3ccccc3)n2-c2ccncc2)c1=O)Nc1ccc(Cl)cc1 in HL-60(TB): 92.9

(further entries)
SMILES | HL-60(TB)
O=C1C(Sc2ccccc2)=C(Cl)CN1Cc1ccccc1 | 94.5
CCOP(=O)(NC(c1ccccc1)c1ccccc1)OCC | 101.4
OCC(O)CNc1ncnc2cc(Cl)ccc12 (stereo unspecified) | 106.5
CC1(C)CC(=O)C2=C(C1)N(c1ccc(F)cc1F)C(N)=C(C#N)C2c1ccc(Br)s1 (stereo unspecified) | 98.9
COc1ccc2nc3cc(Cl)ccc3c(Nc3ccc(C(=O)O)c(O)c3)c2c1 | 131.8
c1csc(-c2cc3nc(N4CCOCC4)nc(-c4cccs4)n3n2)c1 | 80.7
COc1ccc(-c2cc(-c3c[nH]c4ccccc34)nc(N)c2C#N)cc1 | 48.9
O=C(O)C1C2CC3OC(=O)C1C3C2 (stereo unspecified) | 90.3
N#CC(C#N)C(C#N)(C#N)CC(=O)c1ccco1 | 97.7
N#CCCc1nc(N)nc(N)n1 | 106.5
CC1=NN(C(=O)c2cnc3nc[nH]n3c2=O)C(=O)C1 | 98.5
COS(=O)OCCCl (stereo unspecified) | 87.2
C=CCn1c(C)nc2ccc(Nc3nc(Nc4ccc5nc(C)n(CC=C)c5c4)c4ccccc4n3)cc21 | -63.2*
Cc1ccccc1N1CCN(CSc2ccccc2)CC1 | 87.1
Cc1ccc(/C=C/c2c(C(=O)c3ccccc3)c(C)nc3ccccc23)cc1 | 99.7
O=C(/C=C/c1ccc(C(F)(F)F)cc1)c1ccc(Nc2nc(NCCO)nc(N3CCOCC3)n2)cc1 | 15.4
O=C(CSc1nnc(-c2c[nH]c3ccccc23)n1-c1ccccc1)c1ccccc1 | 87.2
c1ccc2c(c1)CCc1ccccc1C2 | 115.6
Cc1ccc2c(c1)C(C(C)C)CCC2(C)C (stereo unspecified) | 91.1
O=C(N/C(C(=O)N1CCCCC1)=C(\Br)c1ccc(/C(Br)=C(/NC(=O)c2ccccc2)C(=O)N2CCCCC2)cc1)c1ccccc1 | 96.6
O=COCc1ccccc1 | 89.8
COc1cccc(/C=C/c2c(C(C)=O)c(C)nc3ccccc23)c1 | 94.3
O=C(O)COc1ccc(Cl)cc1Cl | 147.1
CC(=O)c1ccc(Nc2ccnc(SCC(=O)c3ccc(Br)cc3)n2)cc1 | 96.8
COc1ccc(/C=C/C=C\C(=O)c2ccc(N3CCN(C)CC3)cc2)cc1 | 74.4
CCOC(=O)C1=C(C)n2nc(CC#N)c(C#N)c2NC1c1ccc(CC)cc1 (stereo unspecified) | 114.6
CC1=C(SCCC(=O)OC(C[Se]C2=C(C)C(=O)c3ccccc3C2=O)C(=O)NCCCCCC(=O)OCc2ccccc2)C(=O)c2ccccc2C1=O (stereo unspecified) | -1.6*
Cc1cccc(NC(=S)Nc2nnc3c4c5c(sc4ncn23)CCCC5)c1 | 87.4
COc1cc2c(cc1OCCCCN1CCN(C(=S)SCCC(C#N)(c3ccccc3)c3ccccc3)CC1)N=C[C@@H]1CCCN1C2=O | -40.8*
O=S(=O)(N=C1C(Cl)=C(Cl)C(=NS(=O)(=O)c2ccccc2)C(Cl)=C1Cl)c1ccccc1 | 48.5
COc1cc([N+](=O)[O-])c(OC)cc1I | 88.8
O=C(CCc1nnc(Cc2ccccc2Cl)o1)c1nc2ccccc2[nH]1 | 94.9
Cn1c(=O)c2nc(SCCO)n(C)c2n(C)c1=O | 87.1
COc1ccc(C2C(C#N)=C(N)Oc3c2sc2c(Br)cccc32)cc1 (stereo unspecified) | -9.1*
Cc1cc(N=C2NC(=O)S/C2=C\c2ccc(F)cc2)n[nH]1 | 1.7*
Nc1n[nH]c(CCCO)c1-c1nc2ccccc2c(=O)[nH]1 | 108.1
Cc1ccc2oc(=O)cc(/C=C3/SC(=O)NC3=O)c2c1 | 88.3
CCc1nnc2n1N=C(c1ccc(Br)cc1)CS2 | 103.1
CC(=O)OC[C@]1(C)C=C2C(=O)[C@](C)(O)C3(CC3)C(C)=C2[C@H]1O | -12.4*
C[C@]12CC[C@H]3[C@@H](CC=C4C[C@@H](O)CC[C@@]43C)[C@@H]1CC[C@@H]2C(=O)C/C=N/O | 78.9
Nc1c2c(nc3ccc(Cl)cc13)CC(c1ccc(Cl)cc1)CC2=O (stereo unspecified) | 97.9
CCOC(=O)/C(C#N)=N\Nc1c(C(=O)O)ccc2c1C(=O)c1ccccc1C2=O | 99.3
COC(=O)CNC(=O)c1ccc(-n2cc(-c3ccccc3)nn2)cc1 | 106.6
CCCCn1c(=O)c(-c2cc(-c3ccc(Cl)cc3)nc(-c3ccc(Cl)cc3)c2)cc2cc(OC)ccc21 | 98.9
O=C(/C=C/c1ccc2c(c1)OCO2)c1ccc(O)cc1O | 65.2
CCOC(=O)c1[nH]c(=O)c2c(OCC)nc(-c3ccccc3)cc2c1O | 175.0
CC1=C(C(=O)Nc2ccccn2)C(c2cn(-c3ccccc3)nc2-c2ccc(F)cc2)C(C(=O)Nc2ccccn2)=C(C)N1 | 134.3
CCCCCCCCN(CCO)CCCCCCCC | 100.4
COc1ccc(OC)c(/C=C/c2nc(SCc3ccccc3)n(-c3ccc(Cl)cc3)n2)c1 | 1.3*
C[C@]12CCc3sc(Nc4ccc(O)cc4)nc3C1=CC[C@@H]1[C@@H]2CC[C@]2(C)C(=O)CC[C@@H]12 | 9.0*
Cn1cnc(I)c1Cc1ccc(OCc2ccccc2)cc1 | 68.0
Cc1cn2c(=O)c3ncn(C4OC(CO)C(O)C4O)c3n(C)c2n1 (stereo unspecified) | 116.8
COc1ccc(N=C2S/C(=C/c3cn(-c4ccccc4)nc3-c3ccc(Cl)cc3)C(=O)N2Cc2nc3ccccc3[nH]2)cc1 | 99.9
CN(C)c1ccc(C=Nc2ccccc2)cc1 | 92.3
CCN(CC)CCSc1ncnc2c1cnn2-c1ccc(S(N)(=O)=O)cc1 | 72.4
CC(C)N1CC(=O)N2CSCC2C1=O (stereo unspecified) | 102.2
c1ccc(CNc2ncnc3scc(-c4cccs4)c23)nc1 | 58.2
O=[N+]([O-])c1nccn1CCCCCCN1CCOCC1 | 102.9

This is a subset; rates above refer to the full screens.
